m-calpain inh: inhibitors of pig calpain II, primary screen, biochemical, fluorogenic peptide substrate, 1536-well; purified calpain II, 30 min; inhibition, % at 16 µM; 220,000 compounds, 0.37% hits; AID 1236, 2008;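 active means inhibition above about 50%, limit read from the data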
Rad51 HR inh: human RAD51 strand exchange inhibitors, primary screen, biochemical, fluorescence | DNA repair protein RAD51 homolog 1 (Homo sapiens), Q06609 | AID 1385, 2008 | hRad51 DNA strand exchange, fluorescence dequenching | inhibition, % at 10 µM | 200,000 compounds, 0.085% hits;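 active means inhibition above 40% at the single screening dose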;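 further: 0% = DMSO control wells and 100% = blanks with heterologous ssDNA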
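System: hRad51 filaments on single-stranded DNA; reagent: Fluorescein- and BHQ1-tagged 47-mer duplex; compound dosing: one concentration, 10 µM final; timing: filaments 15 min 37 °C, then compound 30 min; measured by: fluorescein emission 520 nm, excitation 485 nm; benchmarks: per-plate controls and blanks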
L929 necroptosis: inhibitors of zVAD-triggered necroptosis, primary screen, L929 cells; L929 zVAD necroptosis rescue, ATP luminescence, 24 h; with zVAD 60 µM; 220,000 compounds, 0.38% hits; viability rescue, % at 10 µM;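 active means activation, scaled between plate controls, above about 75%, limit read from the data; inactive means activation under that limit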;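 further: 0% = zVAD with DMSO and 100% = DMSO alone without zVAD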
eIF4E 4G PPI: eIF4E–eIF4G protein interaction inhibitors, primary screen, biochemical, uHTS, TR-FRET, eIF4GI fragment. Eukaryotic translation initiation factor 4E (Mus musculus) + Eukaryotic translation …. 220,000 compounds, 0.37% hits. TR-FRET eIF4E-eIF4GI(517-606) binding, 2 h. inhibition, % at 21.7 µM;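 active means inhibition above about 30%, limit read from the data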;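 further: 0% = full FRET control wells and 100% = background wells lacking eIF4GI fragment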
Hck Nef HTS: inhibitors of Nef-activated human Hck kinase, primary screen, biochemical, Z-Lyte FRET, 384-well, Hck-YEEI; inhibition, % at 20 µM; Recombinant Hck-YEEI plus Nef, Z-Lyte FRET kinase assay; Tyrosine-protein kinase HCK (Homo sapiens), P08631; 220,000 compounds, 0.68% hits; AID 463187, 2010;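 active means Hck-Nef kinase inhibition above about 50%, limit read from the data; inactive means inhibition below that limit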;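 further: 0% = DMSO with Hck plus Nef and 100% = Hck alone without Nef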
Target sequence (P08631 whole entry, looked up): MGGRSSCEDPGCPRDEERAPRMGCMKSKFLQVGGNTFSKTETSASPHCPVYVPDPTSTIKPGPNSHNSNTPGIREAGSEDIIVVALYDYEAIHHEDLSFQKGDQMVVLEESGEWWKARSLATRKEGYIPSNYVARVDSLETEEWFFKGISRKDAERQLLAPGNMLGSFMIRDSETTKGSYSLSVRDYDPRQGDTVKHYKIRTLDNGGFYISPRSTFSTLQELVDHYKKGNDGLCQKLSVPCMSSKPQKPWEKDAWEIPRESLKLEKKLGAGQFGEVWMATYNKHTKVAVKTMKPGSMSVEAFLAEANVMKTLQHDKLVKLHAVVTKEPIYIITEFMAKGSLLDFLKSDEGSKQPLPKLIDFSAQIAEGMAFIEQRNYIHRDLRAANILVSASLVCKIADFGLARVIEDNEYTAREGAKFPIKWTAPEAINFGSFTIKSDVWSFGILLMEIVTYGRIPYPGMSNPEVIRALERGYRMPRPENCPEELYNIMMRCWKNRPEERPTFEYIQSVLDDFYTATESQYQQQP
EP2 modulator: EP2 receptor modulators, cAMP readout, primary screen, cell-based, HTRF cAMP, PGE2 stimulation; EP2-expressing cells, cAMP HTRF FRET, PGE2 co-stimulation; induction, % at 25 µM; 260,000 compounds, 0.83% hits; AID 940, 2007;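 active means compounds whose cAMP rise, as percent of the full-agonist control response, exceeds 60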;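 further: rat C6 glioma line stably carrying human EP2 under a CMV promoter; the protocol text gives 20 µM as final concentration; 100% = response of wells given 1 µM PGE2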
14-3-3 Bad PPI: inhibitors of 14-3-3 zeta/Bad binding, primary screen, biochemical, TR-FRET, bovine 14-3-3 zeta; 220,000 compounds, 0.71% hits; TR-FRET 14-3-3zeta/Dy647-pBad peptide displacement, 1 h; inhibition, % at 21.7 µM;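 active means inhibition above about 70%, limit read from the data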;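 further: 0% = full 14-3-3 plus peptide FRET controls and 100% = background without 14-3-3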
Target sequence (P63103 whole entry, looked up): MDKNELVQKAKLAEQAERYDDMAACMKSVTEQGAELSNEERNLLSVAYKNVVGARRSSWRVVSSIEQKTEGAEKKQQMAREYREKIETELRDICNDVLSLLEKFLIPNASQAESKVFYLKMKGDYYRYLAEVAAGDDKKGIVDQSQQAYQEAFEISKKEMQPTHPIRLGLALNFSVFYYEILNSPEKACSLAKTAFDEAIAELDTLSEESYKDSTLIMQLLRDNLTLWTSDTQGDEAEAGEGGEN
PGE2 EP2 inh: human EP2 receptor antagonists, primary screen, TR-FRET cAMP, C6 glioma cells | Prostaglandin E2 receptor EP2 subtype (Homo sapiens), P43116 | C6 glioma cells expressing human EP2; cells stimulated with saturating PGE2 | inhibition, % at 25 µM | 260,000 compounds, 0.52% hits | AID 1422, 2008;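 active means percent inhibition above 40 after rounding to a whole number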;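 further: rat C6 glioma host cells with rolipram phosphodiesterase inhibitor present; the protocol text gives 20 µM as final concentration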
TbHK1 inh: Trypanosoma brucei hexokinase 1 inhibitors, primary screen, biochemical, G6PDH-coupled NADH absorbance, MLSCN library | hexokinase 1 [Trypanosoma brucei] | recombinant TbHK1, G6PDH-coupled NADH A340 | inhibition, % at 10 µM | 220,000 compounds, 0.11% hits;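 active means inhibition of 50% or more in the single-dose primary screen; inactive means inhibition below 50%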
Starred values were filed as active, the others as inactive; . = no result given; [ ] = dose if it differs, or a comment.

SMILES,m-calpain inh,Rad51 HR inh,L929 necroptosis,eIF4E 4G PPI,Hck Nef HTS,EP2 modulator,14-3-3 Bad PPI,PGE2 EP2 inh,TbHK1 inh
C=CCn1c(SCC(=O)Nc2sccc2C(N)=O)nc2ccccc2c1=O,-17,4,-0.9,7,-21,-15,-3[fluorescence artefact?],8,-5
CCCCNC(=O)Nc1ccccc1Br,-7,9,0.8,22[fluorescence artefact?],4,19,-8[fluorescence artefact?],4,5
Cc1ccc2nc(N/N=C/c3ccco3)cc(C)c2c1,-49,7,5.5,-2,25,-55,-13,9,-18
O=C(Nc1ccc(S(=O)(=O)N2CCCCCC2)cc1)C1CCCO1 (stereo not drawn),-57,-2,-0.1,-9[fluorescence artefact?],11,-17,5[fluorescence artefact?],8,4
Cc1ccc(N=CC2=C(O)CC(c3ccc(Cl)cc3)CC2=O)cc1 (stereo not drawn),-60,.,-1.0,7[fluorescence artefact?],8,20,14,11,-5
Nc1nnc(SCC(=O)Nc2ccc3c(c2)OCCO3)s1,3,13,0.7,2[fluorescence artefact?],1,11,4[fluorescence artefact?],5,-3
O=[N+]([O-])c1ccc(Cl)c2c1C1C=CCC1C(c1ccccn1)N2 (stereo not drawn),-60,6,-0.6,8,27,75*,-11,11,-12
Cn1c(SCC(=O)N/N=C/c2ccccn2)nnc1-c1ccccc1,-20,16,0.4,-1,8,18,-4,12,0
O=C(CN1CCC(O)(c2ccccc2F)CC1)NCCc1c[nH]c2ccccc12,-31,1,-0.2,1[fluorescence artefact?],0,-50,1,15,-2
O=C1NC(c2ccc(Cl)cc2)=COc2ccccc21,-16,-6,1.8,1,16,17,3,6,-6
CCC(C)(C(=O)NC1CCCC1)N(C(=O)CNC(=O)c1ccccc1)c1c(C)n(C)n(-c2ccccc2)c1=O (stereo not drawn),-5,-36,-0.6,3,21,-3,31,2,7
O=C(Cc1ccccc1)Nc1ccc(SC(F)F)cc1,3,4,19,0,2,3,1,6,2
CC(C)N1CC(C(=O)Nc2ccc(Br)c(Cl)c2)CC1=O (stereo not drawn),-17,-14,0.6,-5,2,-24,-11,13,3
O=C(Nc1ccccc1C(=O)N1CCCC1)c1cccc(S(=O)(=O)N2CCCCCC2)c1,25,5,0.3,0,-1,-1,-4,2,-1
O=C(/C=C/c1ccc(Br)o1)NCCCN1CCOCC1,-6,6,6.4,1,24,18,-3,0,-12
CC(C)Cn1c(-c2ccccc2)nc(=S)c2c1CCCC2,12,2,-0.7,-6,-23,20,-26,12,-33
CC(CCc1ccccc1)NS(=O)(=O)c1ccccc1 (stereo not drawn),-27,21,0.5,-2,0,26,10,4,2
O=C(Cn1nnc(-c2ccccc2)n1)NNC(=O)c1ccccc1,-24,1,0.8,2,-4,20,-7,5,1
O=C(Cn1cc2c(n1)CCCC2)NCC1CCCO1 (stereo not drawn),-1,0,0.0,-4,0,40,3,6,0
COc1ccc(NC(=S)Nc2cc(C(F)(F)F)ccc2F)cc1,14,.,0.6,-4,4,-28,-5,5,-7
O=C1NC2(NN1c1ccccc1)C1CC3CC(C1)CC2C3 (stereo not drawn),-4,-6,0.3,-2,1,24,2,5,-3
CCC1(C)Cc2c(sc3nnn(CC(=O)Nc4cccc5ccccc45)c(=O)c23)CO1 (stereo not drawn),-27,-5,-0.1,-3,-1,-13,-2,3,-12
O=C(CCS(=O)(=O)c1cccc2nsnc12)NCc1ccccc1,17,-6,0.0,2,0,12,20,10,-18
Cc1ccccc1C1CC(c2ccccc2OC(F)F)Nc2ncnn21 (stereo not drawn),26,4,1.7,-1,-3,-51,-7,14,1
CC(C)(C)c1ccc(-c2nnc(NC(=O)c3ccccc3)s2)cc1,-7,-14,0.1,-14,1,7,-8,21,-3
CC1=C(C(=O)NC(C)CCc2ccccc2)C2(CCC(C)CC2)OC1=O (stereo not drawn),-20,10,0.7,-1,25,-8,-10,13,-39
Cc1c(NC(=O)c2ccc(Br)o2)c(=O)n(-c2ccccc2)n1C,-14,-3,0.3,-1,0,19,6,4,1
O=C(NCc1cn(-c2ccccc2)nc1-c1ccc(F)cc1)c1cccc([N+](=O)[O-])c1,-8,0,1.1,3[fluorescence artefact?],2,1,-1,4,0
C/C(CC(C)C)=N\NC(=O)Nc1ccccc1,8,-6,1.9,1,1,7,-11,6,0
O=C(NNC1=NCCC1)c1ccc(Br)cc1,8,-5,0.6,6,6,11,7,19,-5
COc1cc(-c2nc(-c3ccc4c(c3)-c3ccccc3S4(=O)=O)c(-c3ccccc3)[nH]2)cc(OC)c1O,-173,-7,2.6,4,-1,-25,6,11,-32
CCN(CC)S(=O)(=O)c1cccc(C(=O)N[C@H](C(=O)Nc2nc3ccccc3s2)C(C)C)c1,2,5,0.0,4,2,26,8,15,0
C=CCOc1cccc(C2C(C(=O)c3ccco3)=C(O)C(=O)N2CCN(CC)CC)c1 (stereo not drawn),16,8,0.0,.,-1,-10,.,14,-20
Cc1ccc(S(=O)(=O)NNC(=O)c2cnn(-c3ccccc3)c2C(F)(F)F)cc1,11,12,1.7,1,5,-42,-2,4,10
O=C(CSCc1ccccc1)Nc1ccc(S(=O)(=O)N2CCOCC2)cc1,-29,-2,0.3,-10,1,-27,-10,-1,3
COc1ccc(C(C(=O)NC2CCCCC2)N(C(=O)CCl)c2ccc(C)cc2)cc1 (stereo not drawn),30,21,.,9[fluorescence artefact?],6,42,-1,10,-8
COc1ccc(C(=O)NNC(=S)NC(=O)c2ccc(Br)o2)cc1OC,23,7,-0.2,3,28,-25,-15,10,-12
O=C(Nc1cccc([N+](=O)[O-])c1)C(=O)N1CCCCC1,-6,10,1.4,2,-19,9,2,2,-7
CCN(CCNC(=O)CN(C)S(=O)(=O)c1cccc2nsnc12)c1ccccc1,24,-10,-0.8,-1,4,-33,-9,13,-14
O=C(CSc1nnc(-c2ccncc2)n1-c1ccc(Cl)cc1)N1CCOCC1,5,-3,-0.7,-1[fluorescence artefact?],-20,12,-6,14,-1
C#CCOCCOCCOCCNc1nc(N2CCN(C(=O)[C@H]([C@@H](C)CC)n3cc(CCC(=O)O)nn3)CC2)nc(N2CCN(C(=O)[C@H](C)n3cc(CCCN=C(N)N)nn3)CC2)n1,-15,-9,3.8,4[fluorescence artefact?],3,24,9[fluorescence artefact?],8,-3
Cc1ccc(Cn2cnc3c(nnn3Cc3ccc(Cl)cc3)c2=O)cc1,20,-1,1.7,4,1,27,-15,0,-6
CCS(=O)(=O)N1N=C(c2ccccc2)CC1c1ccc2nccnc2c1 (stereo not drawn),-6,-7,0.3,3,2,9,-4,4,-6
COc1ccc(CNC(=O)CCc2nc3cc(S(=O)(=O)N(C)C)ccc3n2C)cc1OC,-15,-1,-1.8,-4,23,-10,-7,5,-4
Cc1ccc(NC(=O)Nc2cccc([N+](=O)[O-])c2)nc1,-20,12,71,0,20,-9,-7,6,-6
CC(C)(C)c1ccc(OC(=O)c2ccc(-n3cncn3)nc2)cc1,0,-11,-0.3,-1,23,20,-7,5,-3
O=S(=O)(Nc1ccccc1O)c1ccc(Cl)nc1,-59,.,0.7,1,19,-1,-10,7,2
COc1cc(/C=N/NC(=O)CCN2CCCCC2)ccc1O,-17,0,0.6,-2,-22,-15,-4,3,-12
Cc1nc(N)c(CC(Br)CBr)c(Cl)n1 (stereo not drawn),-18,-13,-0.5,-1,17,0,-5,5,-8
CCCCCCCCCn1c2c(c(=N)c3c1CCC3)CCCC2,58*,6,7.9,2,3,-35,-14,7,11

At a glance, 6 of the compounds above:
SMILES,m-calpain inh,Rad51 HR inh,L929 necroptosis,eIF4E 4G PPI,Hck Nef HTS,EP2 modulator,14-3-3 Bad PPI,PGE2 EP2 inh,TbHK1 inh
Cc1ccc(NC(=O)Nc2cccc([N+](=O)[O-])c2)nc1,-20,12,71,0,20,-9,-7,6,-6
CC(C)(C)c1ccc(OC(=O)c2ccc(-n3cncn3)nc2)cc1,0,-11,-0.3,-1,23,20,-7,5,-3
O=S(=O)(Nc1ccccc1O)c1ccc(Cl)nc1,-59,.,0.7,1,19,-1,-10,7,2
COc1cc(/C=N/NC(=O)CCN2CCCCC2)ccc1O,-17,0,0.6,-2,-22,-15,-4,3,-12
Cc1nc(N)c(CC(Br)CBr)c(Cl)n1 (stereo not drawn),-18,-13,-0.5,-1,17,0,-5,5,-8
CCCCCCCCCn1c2c(c(=N)c3c1CCC3)CCCC2,58*,6,7.9,2,3,-35,-14,7,11

The results go on.
SMILES,m-calpain inh,Rad51 HR inh,L929 necroptosis,eIF4E 4G PPI,Hck Nef HTS,EP2 modulator,14-3-3 Bad PPI,PGE2 EP2 inh,TbHK1 inh
CN(C)c1ccc(N2CN=C3SCC(=O)N3C2)cc1,-21,-3,0.1,5,0,0,-13[fluorescence artefact?],11,4
CCc1nnc(NC(=O)CSc2nnc(CNc3ccc(F)cc3)n2C2CCCCC2)s1,-7,-3,-0.1,3[fluorescence artefact?],-3,10,10[fluorescence artefact?],4,3
Fc1cccc(Cl)c1CSc1ccc(-c2cccnc2)nn1,64*,-12,-1.0,0,6,30,3,4,6
O=C(NCc1ccco1)/C(=C\c1ccco1)NC(=O)c1ccc(Br)o1,3,-46,-0.5,3,4,-3,3,7,-5
CCC(=O)Nc1ccc(NC(=S)NC(=O)/C=C/c2ccccc2)cc1,14,1,33,15,19,-50,-4[fluorescence artefact?],4,-13

Screening results (PubChem BioAssay)

These rows are one share of the data (hit frequency here may not be typical).
